From PubChem BioAssay
hIAP block – human IAP inhibition | inhibition, % at 10 µM | purified IAP, CDP-Star luminescence, 30 min | 330,000 compounds, 0.12% hits | P09923 | AID 2544;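 active = inhibition reaching a set limit with compound at 10 µM in the primary screen, cut at about 35% in these data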;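 note: plate controls were DMSO wells with enzyme for no effect and no-enzyme buffer wells for full effect; values of inactives mirror those of a sister screen read the other way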
APOBEC3A inh – inhibitors of human APOBEC3A DNA deaminase; P31941; recombinant A3A, FAM/TAMRA ssDNA deamination fluorescence; inhibition, % at 20 µM; 330,000 compounds, 0.41% hits; AID 493011;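 active = at least 40% inhibition at 20 µM here, with at most 30% in a related deaminase screen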;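 note: plate controls were A3A with DMSO for no effect and wells lacking A3A enzyme for full effect; some results filed as inactive read as strong as hits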
Target sequence (P31941 whole entry, looked up): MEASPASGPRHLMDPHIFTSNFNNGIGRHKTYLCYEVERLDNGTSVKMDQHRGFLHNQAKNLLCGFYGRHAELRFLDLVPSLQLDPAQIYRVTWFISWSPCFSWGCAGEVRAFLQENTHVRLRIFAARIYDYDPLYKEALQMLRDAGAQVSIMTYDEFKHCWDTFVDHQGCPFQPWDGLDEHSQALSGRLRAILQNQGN
mIAP activ – mouse IAP activation; muIAP, CDP-Star luminescence, 30 min; active compounds read high; 1 = vehicle-only enzyme signal, 0 = enzyme-free wells; activation factor at 10 µM; 330,000 compounds, 0.24% hits; AID 2805;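 active = activation factor of at least 2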; note: the source names both 10 and 20 µM as test concentration; values of inactives mirror those of a sister screen read the other way
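Assay system: mouse IAP enzyme; reagent: chemiluminescent substrate CDP-Star; dosing: test compounds delivered from DMSO solution; schedule: 30 min at room temperature; measured by: luminescence from enzymatic CDP-Star hydrolysis; controls: DMSO-only wells and no-enzyme negative control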
HKDC1 inh – HKDC1 (human) hexokinase inhibition; Q2TB90; recombinant HKDC1, G6PDH/diaphorase resazurin coupled fluorescence; inhibition, % at 20 µM; 340,000 compounds, 0.16% hits; AID 493160;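 active = inhibition above about 35% when tested at 20 µM, limit read from the data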;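 note: plate controls were DMSO wells with enzyme for no effect and DMSO wells lacking enzyme for full effect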
Target sequence (Q2TB90 whole entry, looked up): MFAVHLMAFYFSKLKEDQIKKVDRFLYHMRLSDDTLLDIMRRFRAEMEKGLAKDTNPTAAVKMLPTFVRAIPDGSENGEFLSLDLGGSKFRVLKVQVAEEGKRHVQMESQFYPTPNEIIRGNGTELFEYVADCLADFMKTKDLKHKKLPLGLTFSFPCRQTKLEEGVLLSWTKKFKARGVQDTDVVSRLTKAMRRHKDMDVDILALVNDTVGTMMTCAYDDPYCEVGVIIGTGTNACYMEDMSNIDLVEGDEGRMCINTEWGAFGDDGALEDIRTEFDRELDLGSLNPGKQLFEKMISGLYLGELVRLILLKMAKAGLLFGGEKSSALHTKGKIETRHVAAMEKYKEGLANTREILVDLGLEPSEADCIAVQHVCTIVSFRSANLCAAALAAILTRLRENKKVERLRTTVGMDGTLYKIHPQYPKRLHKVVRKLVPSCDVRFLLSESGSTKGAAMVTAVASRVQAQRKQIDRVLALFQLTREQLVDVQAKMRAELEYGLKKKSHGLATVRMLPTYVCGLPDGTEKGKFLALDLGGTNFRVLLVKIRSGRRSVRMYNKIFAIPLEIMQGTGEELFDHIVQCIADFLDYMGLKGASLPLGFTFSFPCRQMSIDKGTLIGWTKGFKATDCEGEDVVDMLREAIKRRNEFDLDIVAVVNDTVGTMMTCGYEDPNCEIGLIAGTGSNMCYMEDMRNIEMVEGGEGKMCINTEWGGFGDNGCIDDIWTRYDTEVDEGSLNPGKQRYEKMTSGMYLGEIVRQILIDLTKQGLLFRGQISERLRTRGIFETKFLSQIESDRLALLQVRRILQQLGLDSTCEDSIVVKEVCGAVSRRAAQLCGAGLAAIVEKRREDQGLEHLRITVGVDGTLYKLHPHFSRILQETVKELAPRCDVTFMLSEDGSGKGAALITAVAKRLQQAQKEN
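System: Recombinant HKDC1 hexokinase | Amount: HKDC1 at 5 µg/mL | Reagent: Glucose with 1 mM ATP | Doses: Single 20 µM dose | Incubation: Reaction time 90 min, room temperature, protected from light | Signal: Coupled resazurin fluorescence, excitation 525 nm, emission 613 nm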
mIAP block – blocks mouse intestinal alkaline phosphatase | 330,000 compounds, 0.2% hits | purified mouse IAP, CDP-Star luminescence, 30 min | inhibition, % at 10 µM;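 active = inhibition of at least 40% at 10 µM in the primary screen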;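 note: plate controls were DMSO with enzyme for no effect and no enzyme wells for full effect; values of inactives mirror those of a sister screen read the other way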
ATG4B inhibitor – inhibitors of human ATG4B cysteine protease | Q9Y4P1 | ATG4B cleavage of LC3-PLA2, NBD-HPC fluorescence, 1 h | inhibition, % at 8.33 µM | 340,000 compounds, 0.51% hits; in the data active = inhibition above about 40%
PfGluPho inh – PfG6PD (Plasmodium falciparum) enzyme inhibition | PfGluPho enzyme, NADPH resazurin-diaphorase fluorescence | 350,000 compounds, 0.78% hits | inhibition, % at 20 µM;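 active = inhibition reaching at least a set limit at 20 µM in the primary screen, cut at about 59% in these data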;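 note: 0% = DMSO wells with substrate and 100% = DMSO wells lacking glucose-6-phosphate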
hIAP act – increases human intestinal alkaline phosphatase activity | P09923 | AID 2524 | activation factor at 10 µM | purified human IAP, CDP-Star luminescence, 30 min; active compounds read high; 1 = vehicle-only enzyme, 0 = enzyme-free background | 330,000 compounds, 0.16% hits;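 active = activation factor of the enzyme at least 2-fold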; note: the source names both 10 and 20 µM as test concentration; values of inactives mirror those of a sister screen read the other way
* marks the source's active call; other numbers are inactive results; x = not tested or not shown.

SMILES | hIAP block | APOBEC3A inh | mIAP activ | HKDC1 inh | mIAP block | ATG4B inhibitor | PfGluPho inh | hIAP act
Cc1ccc(N2C(=O)CC(Sc3cccs3)C2=O)cc1 (configuration not stated) | -19 | -2 | 1 | -4 | -4 | -4 | -6 | 1.2
COc1ccc(N2CCN(C(=O)c3ccc(S(=O)(=O)NCc4ccco4)cc3)CC2)cc1 | 16 | -6 | 0.96 | -6 | 4 | 0 | -5 | 0.84
COc1ccc2c(c1)C(=O)CC(O)(C(F)F)O2 (configuration not stated) | 8 | 1 | 0.92 | 0 | 8 | 15 | -9 | 0.92
Cc1cccc2c1-c1sc(C(=O)N3CCCCC3)cc1CO2 | -3 | 0 | 0.87 | -6 | 13 | 23 | 14 | 1
CCN(CC)CCCN(Cc1cc2cc3c(cc2[nH]c1=O)OCO3)C(=O)Nc1ccccc1OC | 4 | 1 | 1 | -8 | -2 | -11 | -16 | 0.96
CC(=O)c1cccc(NC(=O)CN2C(=O)NC3(CCCCCCC3)C2=O)c1 | 29 | -1 | 1 | -5 | -2 | 0 | -2 | 0.71
COc1ccc(CCNS(=O)(=O)c2ccc3[nH]c(=O)[nH]c3c2)cc1 | 2 | 1 | 1 | -2 | -2 | 5 | -9 | 0.98
CCc1c2ccccc2nn1-c1ccccc1C(=O)C(C)=O | 16 | -3 | 1 | -3 | -1 | 6 | 27 | 0.84
CCOC(=O)C1(CCCc2ccccc2)CCN(C(=O)CN2CCOC2=O)CC1 | 10 | 0 | 0.91 | 1 | 9 | -7 | 8 | 0.9
COc1ccc(-n2nc(C(=O)NCC(=O)Nc3ccccn3)c3ccccc3c2=O)cc1 | -3 | 2 | 1.1 | -5 | -7 | -6 | 1 | 1
Cn1c(=S)n(CCC(=O)O)c2ccccc21 | 8 | -3 | 0.97 | -11 | 3 | -7 | -7 | 0.92
CSc1ccccc1NC(=S)Nc1ccc(S(N)(=O)=O)cc1 | 15 | -5 | 0.97 | 13 | 3 | 5 | 1 | 0.85
CCC1CCCCN1C(=O)CCn1ccnc1 (configuration not stated) | -10 | 0 | 0.98 | -11 | 2 | 0 | -2 | 1.1
O=C(CSc1n[nH]c(-c2ccccc2O)n1)N1CCOCC1 | -30 | -2 | 0.96 | -4 | 4 | 8 | -22 | 1.3
CCOC1=C/C(=C/c2c(N)n3oc(C)cc3nc2=O)C=CC1=O | -1 | -1 | 0.83 | x | 17 | x | x | 1
CCN1C(=NCCc2ccc(Br)cc2)N[C@@H](c2ccccc2)[C@H](C(=O)OC)[C@H]1C | -9 | 39 | 1.6 | -3 | -57 | 1 | 3 | 1.1
CCOC(=O)C1=C(C)OC(N)=C(C#N)C1c1cc2ccccc2nc1N1CCCCC1 (configuration not stated) | 14 | -2 | 0.89 | 7 | 11 | 7 | -10 | 0.86
CCC(=O)c1ccc(OCC(=O)N2CCN(c3ncccn3)CC2)cc1 | 8 | -3 | 1.1 | 4 | -5 | -11 | 2 | 0.92
Cc1cc(C)n2nc(C(=O)OCC(=O)c3c[nH]c4ccccc34)nc2n1 | -2 | 5 | 1 | 16 | 0 | -9 | 0 | 1
O=C(COc1ccccc1)Nc1nnc(-c2ccc3c(c2)CCCC3)o1 | -3 | 3 | 0.97 | -4 | 3 | -4 | -23 | 1
CC(Oc1ccc2ccc(=O)oc2c1)C(=O)NCCCn1ccnc1 (configuration not stated) | -7 | -1 | 0.99 | -1 | 1 | -4 | -5 | 1.1
C=CCC1c2cccc(C(=O)O)c2C(=O)N1c1cccc(OC)c1 (configuration not stated) | 1 | 1 | 0.96 | -2 | 4 | -1 | -9 | 0.99
Cc1ccc(C)c(S(=O)(=O)Nc2nc(C)c(C(=O)Nc3ccccc3)s2)c1 | -12 | 2 | 0.98 | 1 | 2 | -1 | -43 | 1.1
CCOc1ccc(OCCn2ccnc2)cc1 | -1 | -2 | 0.98 | 2 | 2 | -3 | -14 | 1
O=C(NC(=S)Nc1ncc(Br)cc1Br)c1ccccc1 | 9 | -2 | 0.89 | -3 | 11 | -1 | -1 | 0.91
CN(C)c1ccc(-c2nn3c(-c4ccccc4Cl)nnc3s2)cc1 | 4 | -1 | 1 | 3 | -1 | 2 | 1 | 0.96
Cc1[nH]n(-c2ncc(-c3ccccc3)s2)c(=O)c1C(c1ccc(Cl)cc1)C(C#N)C#N (configuration not stated) | 7 | 0 | 0.86 | 7 | 14 | 30 | 27 | 0.93
Cc1ccc(Cl)cc1NC(=S)N(CCCN1CCOCC1)Cc1ccco1 | -1 | 3 | 0.83 | 3 | 17 | -8 | 4 | 1
CCOC(=O)c1c(NC(=S)NC(=O)c2ccc(Cn3cc(Cl)cn3)o2)sc2c1CCC(C)C2 (configuration not stated) | -20 | -2 | 0.8 | -2 | 20 | 7 | -26 | 1.2
Cc1c(Br)c([N+](=O)[O-])nn1CC(=O)N1CCCc2ccccc21 | -6 | -3 | 0.98 | -11 | 2 | 0 | -9 | 1.1
COc1ccc(C2C=C(c3ccccc3)Nc3nc(CCCO)nn32)cc1 (configuration not stated) | 19 | 0 | 0.91 | -1 | 9 | -24 | 2 | 0.81
CCCc1[nH]nc2c1C(c1ccc(OC)c(Cn3nc(C)c(Br)c3C)c1)C(C#N)=C(N)O2 (configuration not stated) | -15 | -5 | 0.95 | 3 | 5 | -15 | 17 | 1.2
COc1ccc(Cc2nc3ccc(C(=O)NCc4ncc(C)[nH]4)cc3o2)cc1OC | 6 | 0 | 0.5 | 0 | 50* | -2 | -14 | 0.94
O=C(CSc1nnc(COc2cccc3cccnc23)o1)c1ccc(F)cc1 | 22 | -5 | 0.77 | -14 | 23 | -14 | -3 | 0.78
CCOC(=O)C1C(=O)CC(C)(O)C(C(=O)OCC)C1c1cccc(OC(F)(F)C(F)F)c1 (configuration not stated) | -10 | -4 | 1.1 | 1 | -6 | -20 | 7 | 1.1
Cc1ccc(NC(=O)COC(=O)c2cccc(OC(F)F)c2)cc1S(=O)(=O)N1CCCCC1 | -12 | -4 | 1.2 | 1 | -23 | -5 | 17 | 1.1
N#Cc1cccc(NC(=O)CCc2ccc(S(=O)(=O)N3CCOCC3)cc2)c1 | 6 | 0 | 1.1 | -6 | -6 | -6 | -29 | 0.94
O=C(Cc1ccc(NC2=NC3CS(=O)(=O)CC3S2)cc1)NCc1ccccc1Cl (configuration not stated) | -8 | 1 | 0.98 | 8 | 2 | -5 | -11 | 1.1
CN(C)C(=O)CN1CCN(c2nc3nonc3nc2N2CCCCC2)CC1 | -1 | -2 | 1 | -3 | 0 | -10 | -5 | 1
COCCN(Cc1cc2c(C)cc(C)cc2nc1Cl)C(=O)c1ccccc1F | 3 | -2 | 0.99 | 2 | 1 | -5 | -1 | 0.97
CC1(C)Cc2c(cnn2-c2ccccc2)C(=O)/C1=N\NC(=O)c1ccccc1N | -14 | 3 | 0.98 | 1 | 2 | -7 | -2 | 1.1
Cc1c(O)ccc(-c2[nH]ncc2-c2nc3ccccc3s2)c1O | -21 | -6 | 0.81 | -5 | 19 | -12 | -15 | 1.2
O=C1CC2(CCN(C(=O)c3ccccc3F)CC2)Oc2ccccc21 | 9 | 0 | 1.1 | 4 | -5 | -2 | -5 | 0.91
COc1nc(NC(C)(C)C)nc(Oc2ccc(=O)n(-c3ccccc3)n2)n1 | 0 | 3 | 1 | -5 | -3 | -9 | 1 | 1
CC(C)(Cc1nc2ccccc2[nH]1)C(=O)O | 14 | -3 | 0.97 | -7 | 3 | 4 | -16 | 0.86
O=c1[nH][nH]cc1C=Nc1ccccc1O | -2 | 0 | 0.9 | -5 | 10 | 6 | -32 | 1
COc1ccc2[nH]c(=O)c(CN(c3ccccc3)S(=O)(=O)c3ccccc3)cc2c1 | -2 | 1 | 1 | 3 | -4 | 3 | 1 | 1
CC(=O)c1ccc([C@H]2C[C@@]34CN(C(=O)OC(C)(C)C)S(=O)(=O)[C@H]3C[C@H]2O4)cc1 | -18 | -4 | 1.1 | -1 | -7 | -7 | 3 | 1.2

Just HKDC1 inh, PfGluPho inh and hIAP block, for some of the entries so far:
SMILES | HKDC1 inh | PfGluPho inh | hIAP block
CC(C)(Cc1nc2ccccc2[nH]1)C(=O)O | -7 | -16 | 14
O=c1[nH][nH]cc1C=Nc1ccccc1O | -5 | -32 | -2
COc1ccc2[nH]c(=O)c(CN(c3ccccc3)S(=O)(=O)c3ccccc3)cc2c1 | 3 | 1 | -2

(continued)
SMILES | hIAP block | APOBEC3A inh | mIAP activ | HKDC1 inh | mIAP block | ATG4B inhibitor | PfGluPho inh | hIAP act
COc1ccc(Cl)cc1NC(=O)CN(C)C(=O)c1cccc(-n2cnnn2)c1 | 14 | -1 | 0.95 | -4 | 5 | 1 | -8 | 0.86
CCOC(=O)C1=CNS(=O)(=O)NC1c1ccc(C#N)cc1 (configuration not stated) | x | -2 | 1.1 | 7 | -4 | 2 | -7 | x
N#CCCNC(=O)CCN1CCOCC1 | 23 | -4 | 1 | -6 | -3 | 3 | -10 | 0.77
Cc1cc(C)c(C(N)=O)c(Nc2cccc(Cl)c2)n1 | 20 | -1 | 1 | -1 | -2 | 17 | -16 | 0.8
O=C(CNC(=O)c1ccc(Cl)cc1)NCc1ccccn1 | -3 | -1 | 0.92 | -5 | 8 | -4 | 10 | 1
COc1cc(C2C3=C(CC(C)(C)CC3=O)Nc3c2c(=O)[nH]c(=O)n3Cc2ccccc2)ccc1O (configuration not stated) | -5 | 0 | 1.1 | 4 | -15 | -5 | 27 | 1.1
CCOc1ncccc1C(=O)N1CCCSC1=Nc1ccc(C(C)=O)cc1 | -8 | -5 | 1 | -5 | -4 | -4 | -8 | 1.1
Cc1cc(C)c2c(n1)SCC(=O)N2CC(=O)Nc1cc(F)ccc1F | 11 | -5 | 0.91 | -5 | 9 | -2 | -9 | 0.89
CCCCN(CCCC)S(=O)(=O)c1ccc(SCC(=O)OCC)c([N+](=O)[O-])c1 | -22 | 1 | 0.89 | -8 | 11 | -2 | 18 | 1.2
COc1cc(C)ccc1Oc1ncnc(N)c1[N+](=O)[O-] | 20 | -3 | 0.89 | -6 | 11 | 6 | -4 | 0.8
COC(=O)C1CC(O)CN1C(=O)Nc1cccc(C(F)(F)F)c1 (configuration not stated) | -3 | -4 | 0.96 | 4 | 4 | 14 | -14 | 1
O=C(NCc1ccccc1Cl)[C@@H]1CCCN1S(=O)(=O)c1ccc(Cl)cc1 | -7 | 2 | 0.95 | -3 | 5 | 6 | -20 | 1.1

Single records, from the list above. Order of screens: hIAP block	APOBEC3A inh	mIAP activ	HKDC1 inh	mIAP block	ATG4B inhibitor	PfGluPho inh	hIAP act
COc1ccc(Cl)cc1NC(=O)CN(C)C(=O)c1cccc(-n2cnnn2)c1 is listed with 14	-1	0.95	-4	5	1	-8	0.86
O=C(CSc1n[nH]c(-c2ccccc2O)n1)N1CCOCC1 is listed with -30	-2	0.96	-4	4	8	-22	1.3

Continued.
SMILES | hIAP block | APOBEC3A inh | mIAP activ | HKDC1 inh | mIAP block | ATG4B inhibitor | PfGluPho inh | hIAP act
NC1=NC(=O)C(Cc2cccc(Cl)c2)S1 (configuration not stated) | -11 | -4 | 1 | -19 | -2 | -1 | -2 | 1.1
O=C(O)C1(c2ccccc2)CCN(S(=O)(=O)c2ccc(Cl)cc2)CC1 | -21 | 2 | 1 | -5 | -4 | -2 | -15 | 1.2
O=C1CCC(=O)N1CN(C(=O)c1ccco1)c1ccccc1 | 4 | 1 | 0.94 | -5 | 6 | -5 | 11 | 0.96
O=C(c1cccs1)n1nc(-c2ccccc2)nc1NCc1ccco1 | 4 | -2 | 0.83 | 2 | 17 | -7 | 18 | 0.96
Cc1ccc(-c2cn(-c3ccccc3F)c(=S)[nH]2)cc1 | 16 | -6 | 0.98 | -3 | 2 | -4 | 28 | 0.84
